# Bioassay records as filed in PubChem.
# CCHFV vOTU inh: CCHFV vOTU protease inhibitors, primary screen, biochemical, Pep-AMC substrate, fluorescence | Crimean-Congo hemorrhagic fever virus L polyprotein viral ovarian tumor (vOTU) protease … | inhibition, % at 11.5 µM | 370,000 compounds, 0.55% hits | AID 651958, 2012; in the data active means inhibition above about 30%; further: 0% = vehicle wells with enzyme and 100% = no enzyme wells
# Yp Topo-I inh: Yersinia pestis topoisomerase I inhibitors, primary screen, biochemical, cleavage product accumulation, plate reader, single point; DNA topoisomerase I (Yersinia pestis CO92); Y. pestis Topo-I cleavage product accumulation; 360,000 compounds, 0.064% hits; activity, % at 10 µM; in the data active means activity above about 50%, passing the limit was not always enough; inconclusive means no clear call, values can overlap the other calls; further: inactives centre near 2
# Anthrax LF inh2: Bacillus anthracis LF protease inhibitors, primary screen, biochemical, multiplex microsphere, MLPCN library. multiplex microsphere protease cleavage assay. inhibition, % at 10 µM. 360,000 compounds, 0.12% hits. AID 588501, 2011; further: plate controls were buffer without enzyme for full effect and enzyme alone for no effect
# Target sequence (P15917 whole entry, looked up): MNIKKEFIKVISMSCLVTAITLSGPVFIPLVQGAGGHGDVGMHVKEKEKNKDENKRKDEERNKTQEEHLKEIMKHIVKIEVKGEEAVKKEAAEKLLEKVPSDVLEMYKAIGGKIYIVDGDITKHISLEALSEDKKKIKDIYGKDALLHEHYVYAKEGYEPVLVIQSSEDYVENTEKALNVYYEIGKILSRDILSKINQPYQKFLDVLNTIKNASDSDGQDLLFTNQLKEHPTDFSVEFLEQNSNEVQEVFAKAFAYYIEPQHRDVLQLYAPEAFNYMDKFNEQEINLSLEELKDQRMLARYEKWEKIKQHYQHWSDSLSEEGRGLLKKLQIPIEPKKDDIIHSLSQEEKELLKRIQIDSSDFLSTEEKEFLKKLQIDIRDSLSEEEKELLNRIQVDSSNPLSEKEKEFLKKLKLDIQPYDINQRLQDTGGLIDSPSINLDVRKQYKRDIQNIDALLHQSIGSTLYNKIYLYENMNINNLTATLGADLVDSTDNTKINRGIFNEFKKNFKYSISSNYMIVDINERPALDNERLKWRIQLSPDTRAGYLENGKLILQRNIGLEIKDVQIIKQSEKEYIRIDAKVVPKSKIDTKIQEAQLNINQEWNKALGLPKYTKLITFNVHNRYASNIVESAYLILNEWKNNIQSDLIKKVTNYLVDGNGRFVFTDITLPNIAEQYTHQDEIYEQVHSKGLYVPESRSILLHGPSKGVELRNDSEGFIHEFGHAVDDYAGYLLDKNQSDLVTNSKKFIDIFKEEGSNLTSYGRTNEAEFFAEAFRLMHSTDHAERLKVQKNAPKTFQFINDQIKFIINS
# TcdB inh: TcdB glycohydrolase inhibitors, primary screen, biochemical, single point, plate reader; TcdB glycohydrolase enzymatic assay; inhibition, % at 9.99 µM; AID 652162, 2013; 350,000 compounds, 0.24% hits; in the data active means inhibition above about 10%
# BoNT A protease: BoNT/A light chain protease inhibitors, primary screen, biochemical, flow cytometry, MLPCN library | multiplex microsphere protease substrate cleavage | AID 588499, 2011 | 360,000 compounds, 0.17% hits | inhibition, % at 10 µM; further: plate controls were buffer without enzyme for full effect and enzyme alone for no effect
# FadD28 FP inh: inhibitors of FadD28 bisubstrate probe binding, primary screen, biochemical, fluorescence polarization, single point | Mycobacterium tuberculosis FadD28 fatty-acid-AMP ligase | inhibition, % at 12.5 µM | 360,000 compounds, 0.22% hits; in the data active means inhibition above about 8.5%, passing the limit was not always enough; inconclusive means no clear call, values can overlap the other calls
# BoNT F protease: BoNT/F light chain protease inhibitors, primary screen, biochemical, flow cytometry, MLPCN library; Botulinum neurotoxin type F light chain protease (Clostridium botulinum); inhibition, % at 10 µM; AID 588497, 2011; Multiplex microsphere protease cleavage assay; 360,000 compounds, 0.22% hits; in the data active means inhibition above about 35%, passing the limit was not always enough; inconclusive means no clear call, values can overlap the other calls; further: plate controls were buffer without enzyme for full effect and enzyme alone for no effect
# PrPC TRFRET: inhibitors of human cell surface prion protein PrPC, primary screen, cell-based, TR-FRET. TR-FRET read-out. AID 720596, 2013. inhibition, % at 13.8 µM. 370,000 compounds, 0.43% hits; in the data active means inhibition above about 24%; further: 0% = median of the test wells and 100% = reference compound wells
# PfHsp40 rescue: rescue of yeast from PfHsp40 toxicity, primary screen, S. cerevisiae, ATP luminescence; S. cerevisiae expressing PfHsp40, growth rescue; growth rescue, % at 12.5 µM; 340,000 compounds, 0.68% hits; AID 504582, 2011; in the data active means growth rescue above about 28%, passing the limit was not always enough; inconclusive means no clear call, values can overlap the other calls;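 further: yeast W303a lacking pdr1 and pdr3 grown in galactose medium; growth measured after three days at 30 °C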
# * hit, by the source's call; ? = inconclusive; / = not tested or not shown; & = joins results of further samples. Unless noted, no stated cut-off is given here; in the data, active means inhibition above about 30%; inconclusive means no clear call, values can overlap the other calls; inactive means below that.
SMILES,CCHFV vOTU inh,Yp Topo-I inh,Anthrax LF inh2,TcdB inh,BoNT A protease,FadD28 FP inh,BoNT F protease,PrPC TRFRET,PfHsp40 rescue
COc1ccc(OC)c(Nc2nc(C3CC3)nc3c2nnn3Cc2ccccc2)c1,1,23,-3,/,-0.5,-1.7,-4,-9,-0.2
CCOC(=O)C1=C(O)C(=O)N(Cc2ccccc2)C1,9,6,5,3.2,-1.3,-4.5,17,-10,-0.3
CC(=O)Nc1ccc(SCCC2CCCCN2C)cc1 (configuration not stated),14,4,-2,-2.5,0.4,0.8,-4,4,0.3
CN(CC(=O)NCCc1ccccc1)CC(=O)Nc1cccc(F)c1,-3,0,-6,-0.1,-0.6,-3.9,-11,2,0.4
CC(=O)Nc1cc(NC(C)=O)ncn1,-10,4,10,0.4,1.6,-0.5,-7,-2,-0.3
O=C(Nc1ccc(N2C(=O)c3cccc4cccc(c34)C2=O)cc1)c1ccc(N2CCCCC2)c([N+](=O)[O-])c1,2,9,0,/,-0.2,-0.7,0,-5,-1.1
c1nc(Nc2ccc(N3CCOCC3)cc2)c2ccsc2n1,-4,2,-20,2.8,-1.5,-2.9,-47,2,0.0
O=C(/C=C/c1c(F)cccc1Cl)N1CCOCC1,7,10,0,0.1,-3.4,-2.3,-12,-4,-0.4
CCN(CC)CC#CCC(O)(c1ccccc1)c1ccc(Br)cc1 (configuration not stated),-6,7,2,0.8,0.3,-0.3,7,-1,0.6
CS(=O)(=O)C1=NN2C(=N)/C(=C\c3ccc(OCCOc4ccccc4)cc3)C(=O)N=C2S1,/,-2,-5,/,1.0,1.2,18,/,-0.9
CCOC(=O)c1nnc2c(Br)c(-c3ccccc3)nn2c1C,-14,-2,-4,/,1.4,0.5,-3,-4,-1.2
Cc1ccc(CNS(=O)(=O)c2ccc(C)s2)cc1,9,10,-2,-1.1,-1.1,0.3,-2,8,1.9
CC(C)(C)c1cc(CCC(=O)NNC(=O)c2ccco2)cc(C(C)(C)C)c1O,7,-4,-2,1.5,-0.1,-5.0,-7,5,-0.3
O=C(CN1CCN(S(=O)(=O)c2ccc(Br)cc2)CC1)Nc1ccccc1C(=O)c1ccccc1,-18,-6,-5,/,-0.1,-1.3,-10,3,-2.0
CC(C)CCOc1ccc(C(=O)N2CCN(c3ncccn3)CC2)cc1,2,-1,8,2.7,0.2,-0.7,-10,-1,1.1
O=C(Nc1ccccc1C(=O)NCc1ccco1)Nc1cccc2ccccc12,-23,7,-3,/,0.1,0.2,-1,5,-0.1
CCN(CC)C(=O)CP(=O)(c1ccccc1)c1ccccc1,4,-3,0,/,-0.2,-3.4,2,-4,-0.3
C[C@@H]1C=C[C@](Cc2ccccc2)(C(=O)NCC2CC2)N1C(=O)c1ccccc1,5,-5,0,11*,-0.5,-0.2,2,-1,-1.0
Cc1ccc(NCc2nnc3n2CCCCC3)c(C)c1,17,0,-1,0.7,0.5,-2.1,4,6,0.1
O=C(CCNC(=O)N1CC(=O)Nc2ccccc21)NCc1cccc(Cl)c1,-9,7,-2,1.5,-2.7,-0.2,-6,-4,4.1
COc1ccc(-c2nnc(C3CCN(S(=O)(=O)c4ccccc4)CC3)o2)cc1,/,-6,-2,/,-0.5,-2.6,-1,/,0.8
Cc1ccc(N(C(=O)c2cccs2)C2C=CS(=O)(=O)C2)cc1 (configuration not stated),-2,2,4,1.2,-0.3,-1.4,0,-1,-0.7
COc1ccc(C2C(C(=O)NCc3ccccn3)c3ccccc3C(=O)N2C)cc1OC (configuration not stated),5,0,-3,/,0.9,-1.8,-4,-2,-0.9
COc1ccc(C(CNc2ccc(S(=O)(=O)N3CCN(C)CC3)cc2[N+](=O)[O-])N(C)C)cc1 (configuration not stated),4,12,2,0.9,3.6,0.4,1,-11,-1.1
O=[N+]([O-])c1ccc(N2CCNCC2)c(Cl)c1,-15,3,-2,4.7,-0.5,-0.7,-6,-20,-0.4

# Brought forward from above: 2 entries; new compounds follow.
SMILES,CCHFV vOTU inh,Yp Topo-I inh,Anthrax LF inh2,TcdB inh,BoNT A protease,FadD28 FP inh,BoNT F protease,PrPC TRFRET,PfHsp40 rescue
COc1ccc(C(CNc2ccc(S(=O)(=O)N3CCN(C)CC3)cc2[N+](=O)[O-])N(C)C)cc1 (configuration not stated),4,12,2,0.9,3.6,0.4,1,-11,-1.1
O=[N+]([O-])c1ccc(N2CCNCC2)c(Cl)c1,-15,3,-2,4.7,-0.5,-0.7,-6,-20,-0.4
CC1(c2nnc(-c3cccc(Cl)c3)o2)CC(c2cccc(F)c2)=NO1 (configuration not stated),0,11,2,0.2,-0.2,-3.2,-9,0,0.3
Cc1ccc(CNC(=O)c2oc3ccc(S(=O)(=O)N4CCOCC4)cc3c2C)cc1,13,22,-4,/,1.3,-1.1,-2,12,3.3
COc1ccc(CNC(=S)N/N=C/c2ccncc2)cc1,6,-8,0,0.4,-0.6,-5.7,-9,-1,0.2
CCC1(CC)NC(=O)N(CC(=O)OCC(=O)NC(=O)c2ccccc2)C1=O,-11,3,0,0.0,0.1,0.5,-4,3,0.4
CCOC(=O)C1CCCN(C(=O)c2cc(-c3ccncc3)nc3ccccc23)C1 (configuration not stated),-1,0,/,2.5,/,-2.9,/,-1,1.6
C=CCn1c(C)cc(C(=O)CSc2nc3ccccc3[nH]2)c1C,-4,-9,-3,/,?,-4.5,1,12,-0.3
CCNc1nc(NC#N)nc(SCC(=O)OCC)n1,-16,2,0,/,-0.7,-0.4,-1,0,-0.2
CCN(CC)c1ccc(C(=O)OCC(=O)c2ccco2)cc1,-7,17,-1,/,0.5,-1.9,13,12,0.9
CCOC(=O)C1=C(N)Oc2ccc3ccccc3c2C1c1ccc(O)cc1 (configuration not stated),-6,3,-22,0.4,-4.1,-2.7,-24,8,-1.2
Cc1cc(=O)oc(C)c1C(=O)Nc1cccc2ccccc12,15,0,0,/,1.4,-1.0,11,-2,-0.2
C[C@@H](NC(=O)c1nc[nH]c1C(=O)N[C@H](C)c1ccccc1)c1ccccc1,7,5,-4,0.0,-0.4,-6.4,-7,5,-1.0
CCN1C[C@@H]2[C@@H]3C(=O)N(Cc4ccccc4)C(=O)[C@@H]3[C@](Cc3ccccc3)(C(=O)OC)N2C1=NC,15,0,2,1.8,0.1,-2.4,-5,-3,-0.7
COc1ccc(CN2CCn3nc(C(=O)NC(C)C)cc3C2=O)cc1,-2,9,-3,-0.5,-0.1,0.3,-5,-1,0.9
COC(=O)c1[nH]c2cc(C)ccc2c1NC(=O)CN1CCc2cc(OC)c(OC)cc2C1,/,10,2,/,0.1,-2.0,0,/,1.7
O=C(CSc1ncnc2[nH]ncc12)Nc1cccc(Oc2ccccc2)c1,-2,-2,1,1.1,-0.6,-2.6,4,-4,-0.6
CCN(C(=O)COC(=O)CCCN1C(=O)c2cccc3cccc(c23)C1=O)C1CCS(=O)(=O)C1 (configuration not stated),-7,10,4,0.6,3.2,-2.2,9,-26,1.2
O=C(NC1CC1)C1=C[C@@H](c2ccc3c(c2)OCO3)C[C@@H](OCc2ccc(CO)cc2)O1,0,18,-3,0.7&0.3,-0.6,-1.8,3,1,4.1
CCc1ccccc1N1C[C@@]23C=C[C@@H](O2)C(C(=O)OCC(C)C)[C@H]3C1=O (some centres not stated),-4,4,-3,/,1.2,-2.3,1,0,-0.3
Brc1ccc2nc3c(n2c1)CCCC3,2,-3,-2,/,0.3,0.5,2,15,0.5
COC(=O)c1ccc(NC(=O)CN2CCN(c3ccc(Cl)cc3)CC2)cc1,2,5,-1,/,-0.5,-1.8,-10,5,-0.3
COc1ccc(CCNC(=O)COC(=O)c2cnc(C)cn2)cc1,/,-1,-2,/,-0.2,-1.6,-5,/,-0.7
CCN1CCN(S(=O)(=O)c2ccc(Oc3ccccc3OC)cc2)CC1,6,10,5,1.8,-1.4,-0.5,-4,10,0.5
COc1ccc(C(CC(=O)O)NC(=O)COc2ccccc2)cc1 (configuration not stated),2,-8,-4,/,-0.3,-2.8,-22,-2,0.6
CCN1C(=O)N[C@@H](c2ccco2)C(C(=O)OC)=C1C,-1,-2,-3,0.3,0.1,-0.2,4,-1,-0.4
O=C(CSc1nc2ccccc2c(=O)n1CC1CCCO1)NCc1ccc2c(c1)OCO2 (configuration not stated),-10,-1,11,-1.1,-0.3,-1.2,-6,-7,-2.4
# (continued)
SMILES,CCHFV vOTU inh,Yp Topo-I inh,Anthrax LF inh2,TcdB inh,BoNT A protease,FadD28 FP inh,BoNT F protease,PrPC TRFRET,PfHsp40 rescue
COc1ccccc1CNC(=O)COc1cccc(-n2cnnn2)c1,-2,-4,/,-1.2,/,-3.0,/,3,-0.3
CC(C)Sc1nnc(SCC(=O)N(C)C2CCS(=O)(=O)C2)s1 (configuration not stated),-1,-4,-4,1.9,-0.1,-1.9,5,5,0.0
COc1ccc(NC(=O)COC(=O)C2CC(=O)N(c3ccc(OC(C)C)cc3)C2)cc1 (configuration not stated),6,16,28,0.5,-0.2,-3.2,16,1,0.1
CC(C)/C=C/C(=O)N1CCC(N2CCC(C(=O)NCc3ccccn3)CC2)CC1,-6,9,3,0.4,-0.4,-2.2,1,-3,-0.2
CC(C)c1ccc(NC(=O)NC2CCN(CC(=O)Nc3cccc4ccccc34)CC2)cc1,-5,20,-2,/,0.1,2.5,5,-3,0.1
COC(=O)C(C(=O)Nc1ncccn1)C1CCCCCC1 (configuration not stated),11,1,-2,/,0.3,-3.5,-4,3,-0.1
COc1ccc(CNCCc2ccc(Cl)cc2)c(OC)c1OC,13,21,6,0.3,-4.1,0.5,?,-7,-0.2
C=Cn1cc[n+](CC(=O)c2ccc(Cl)c(Cl)c2)c1,-1,3,-5,-1.3,3.6,-3.7,25,2,-0.9
CC(=O)/C=C(\C)Nc1c(C)n(C)n(-c2ccccc2)c1=O,3,6,4,-3.1,0.6,-1.4,1,-2,1.6
Cc1cc(C)n2nc(SCC(=O)Nc3c(C)nn(-c4ccccc4)c3C)nc2n1,-9,-2,-3,/,-0.1,-0.9,14,-3,-0.3
COc1ccccc1C(=O)NC(=O)Nc1nc(-c2ccccc2)cc(C(F)(F)F)n1,-10,1,0,0.0,-1.2,-2.5,0,3,1.4
CC(=O)c1ccccc1C(=O)N(C)C1CCCN(Cc2ccccc2F)C1 (configuration not stated),2,-3,14,-0.9,-3.4,-2.5,2,-2,0.0
O=S(=O)(NC(=S)c1ccccc1)c1ccc(Cl)cc1,7,-1,0,0.2,-0.5,-1.9,-1,-4,-0.8
Cc1ccc(N2C(=O)CC(Sc3nc(C)cc(C)n3)C2=O)cc1 (configuration not stated),-3,-4,18,1.0,-1.6,1.9,0,-1,-1.3
Cc1csc(SCC(=O)NC(=O)c2ccccc2)n1,8,14,/,-8.8,/,1.8,/,6,-0.9
N#Cc1sc2nc(-c3cccs3)cc(-c3ccccc3)c2c1N,-11,-2,3,2.5,2.8,-2.4,0,2,-0.1
COc1ccc(Cc2noc(-c3ccc(C)cc3)n2)cc1,-22,6,4,/,-1.1,-0.3,-3,-1,-0.8
O=C(COc1cccnc1[N+](=O)[O-])NCCc1ccc(Cl)cc1,20,0,-6,-0.7,0.2,-0.6,-5,-4,0.2

# Given with tabs: entries from further up.
smiles	CCHFV vOTU inh	Yp Topo-I inh	Anthrax LF inh2	TcdB inh	BoNT A protease	FadD28 FP inh	BoNT F protease	PrPC TRFRET	PfHsp40 rescue
COc1ccccc1CNC(=O)COc1cccc(-n2cnnn2)c1	-2	-4	/	-1.2	/	-3.0	/	3	-0.3
CC(=O)c1ccccc1C(=O)N(C)C1CCCN(Cc2ccccc2F)C1 (configuration not stated)	2	-3	14	-0.9	-3.4	-2.5	2	-2	0.0
N#Cc1sc2nc(-c3cccs3)cc(-c3ccccc3)c2c1N	-11	-2	3	2.5	2.8	-2.4	0	2	-0.1

# Rows were taken by chance. Share with any hit: about 2.3%.
